High-throughput results from PubChem.
AT treatment – potential ataxia-telangiectasia treatment. 320,000 compounds, 0.19% hits. Potency, µM (top dose mostly 57.5 µM), without a hit: at the top dose activation, most hits filed as activators. AID 485349. […] A-T fibroblasts, KAP-1 phosphorylation AlphaLISA; neocarzinostatin DNA damage 30 min before lysis; also: potency is read from the fitted curve at half-maximal effect; % of control where 0% means no effect; nearly all actives have a fitted effect of over 45% in size
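hTERT-immortalized A-T patient fibroblasts ([…]), 500 cells/well in OPTI-MEM, 1% FBS, got compounds for 60 min, then NCS for 30 min at 37C. Lysates were then assayed for phospho-KAP-1 by AlphaLISA (anti-pKAP1 donor, anti-KAP1 acceptor beads), 6 hr at 25C.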
ASM inhibitor – blocks human secretory acid sphingomyelinase | P17405 | placental ASM, HMU-PC fluorogenic substrate, 60 min | Potency, µM (doses to about 57.5 µM), without a hit: at the highest dose activity change, negative = inhibition, actives largely listed as inhibitors | 340,000 compounds, 0.006% hits; also: potency is read from the fitted curve at half-maximal effect
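qHTS format. ASM enzyme prepared from human placenta hydrolyses the fluorogenic substrate HMU-PC0 (9 uM final) over 60 min at 37 °C after a 10 min compound preincubation.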
TCR act – activators of T cell receptors | 330,000 tested, under 10 active | Potency, µM (top dose mostly 9.22 µM), without a hit: at the highest dose activation of IL-2 secretion, actives largely listed as activators | primary human leukocytes, anti-CD3, IL-2 HTRF, 48 h; also: % of control where 0% means no effect
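48 hr co-incubation of compounds, a-CD3 beads and primary human leukocytes; IL-2 quantified homogeneously by HTRF with anti-IL-2 K and d2 conjugates.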
CXXC DNA block – blocks binding of human MLL CXXC domain to DNA | 290,000 compounds, 0.037% hits | Potency, µM (highest dose often 115 µM), inactives show top-dose activity change, negative = inhibition, usual class: inhibitors | Q03164 | MLL-CXXC / FITC-HOXA9 DNA fluorescence polarization; active = well fitted inhibition curve with a large enough effect in the polarisation, with a control signal flat, not every such curve was filed as active; inconclusive = small, poorly fitted or top-dose-only effect, or effect the other way, or a change in a side signal; inactive = no such curve, though single readings can be large or run the other way; the % refers to the polarisation; also: potency is read from the fitted curve at half-maximal effect
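Steps: dispense CXXC domain solution (7 uM) → pin compounds or unlabeled HOX-A9 DNA control → 5 min ambient → add FLSN-HOX-A9 solution (50 nM) → spin → 30 min ambient → fluorescence polarization. Tris pH 7.5/NaCl/DTT/BSA buffer.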
MBNL1-CUG inh – inhibitors of human MBNL1 binding to CUG repeat RNA; Q9NR56; 280,000 compounds, 0.036% hits; Potency, µM (highest dose often 57.5 µM), without a hit: top-dose activity change, negative = inhibition, usual class: inhibitors; TR-FRET MBNL1-His/biotin-(CUG)12 binding, 665/545 ratio; AID 2675; active = well fitted inhibition curve with a large enough effect in the signal ratio, with a control signal flat, not every such curve was filed as active; inconclusive = small, poorly fitted or top-dose-only effect, or effect the other way, or a change in a side signal; inactive = no such curve, though single readings can be large or run the other way; the % refers to the signal ratio; also: potency is read from the fitted curve at half-maximal effect; % is scaled to controls: 0 for no effect and ±100 for the full control effect
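His-tagged MBNL1 binding to biotinylated (CUG)12 RNA was measured by TR-FRET using terbium anti-His antibody (0.055 ng/ul final) and streptavidin-XL665 (5 nM final). Compounds were titrated 92 nM to 58 uM; 60 min at room temperature.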
Mito fusion act – blocks mitochondrial division or promotes mitochondrial fusion; AID 485298; 320,000 compounds, 0.23% hits; Potency, µM (series often up to 46.1 µM), for inactives: at the highest dose growth rescue (activation), usual class: activators; S. cerevisiae fusion-defective mutant growth rescue, CellTiterGlo 48 h;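 also: potency is read from the fitted curve at half-maximal effect; % of control where 0% means no effect; nearly all actives have a fitted effect of over 45% in size; temperature-sensitive fusion mutants such as fzo1-1 at 37 °C on non-fermentable ethanol glycerol medium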
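Yeast fusion mutant, YPEG (non-fermentable carbon), compound, 48 h at 37C non-permissive; CellTiterGlo added, 10 min RT, luminescence read. Rescued growth = division inhibition.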
Integrin act MD – integrin-mediated muscular dystrophy alleviation activation; 350,000 compounds, 0.064% hits; alpha7betagal myoblasts, beta-gal FDG fluorescence, 48 h; Potency, µM (top dose mostly 38.3 µM), without a hit: top-dose activation, hits mostly activators;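 also: potency is read from the fitted curve at half-maximal effect; 100% = response of the positive control SU9516; nearly all actives have a fitted effect of over 60% in size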
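alpha7betagal+/- myoblasts (passage 13, 250/well) treated 48 h at 37C with compounds at 1:260 dilution of DMSO stock. Lysed, then beta-galactosidase activity read as FDG fluorescence (ex 480/em 540) after 30 min, with pre-read for autofluorescence.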
PTAP TSG101 blk – blocks PTAP/TSG101 interaction to inhibit HIV-1 budding; Fluorescence polarization, FITC-PTAP peptide / Tsg101 binding; Potency, µM (series often up to 115 µM), for the others: at the top dose activity change, negative = inhibition, hits mostly inhibitors; 340,000 tested, under 10 active; AID 493005; active = well fitted inhibition curve with a large enough effect in the main read-out, with a control signal flat, not every such curve was filed as active; inconclusive = small, poorly fitted or top-dose-only effect, or effect the other way, or a change in a side signal; inactive = no such curve, though single readings can be large or run the other way; also: potency is read from the fitted curve at half-maximal effect; % of control where 0% means no effect
Target sequence (Q99816 whole entry, looked up): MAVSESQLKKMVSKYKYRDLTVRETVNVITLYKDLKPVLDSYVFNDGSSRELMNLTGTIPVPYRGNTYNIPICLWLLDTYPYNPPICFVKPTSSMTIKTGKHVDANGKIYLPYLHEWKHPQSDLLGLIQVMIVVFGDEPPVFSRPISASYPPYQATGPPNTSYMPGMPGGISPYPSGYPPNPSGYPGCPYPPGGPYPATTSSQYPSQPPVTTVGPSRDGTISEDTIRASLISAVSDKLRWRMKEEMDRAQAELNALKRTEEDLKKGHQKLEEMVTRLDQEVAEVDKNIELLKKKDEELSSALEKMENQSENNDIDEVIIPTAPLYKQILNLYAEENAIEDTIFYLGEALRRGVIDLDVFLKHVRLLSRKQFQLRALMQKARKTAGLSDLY
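Tsg101 binding domain (10 uM final) was mixed with compound and a FITC-labeled PTAP peptide (50 nM final) in HEPES pH 7.5 buffer with NaCl, Tween 20, EDTA and TCEP; fluorescence polarization was read after 20 min at r.t.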
Menin MLL FP TR – inhibitors of human menin-MLL interaction, mutant MLL peptide | O00255 | Menin + Texas Red MLL mutant peptide, fluorescence polarization | Potency, µM (highest dose often 61.6 µM), for the others: at the highest dose FP activity change, negative = inhibition, hits mostly inhibitors | 270,000 compounds, 0.23% hits; active = well fitted inhibition curve with a large enough effect in the polarisation, with a control signal flat, not every such curve was filed as active; inconclusive = small, poorly fitted or top-dose-only effect, or effect the other way, or a change in a side signal; inactive = no such curve, though single readings can be large or run the other way; the % refers to the polarisation; also: potency is read from the fitted curve at half-maximal effect; % of control where 0% means no effect; many of its hits are not listed in these tables
Target sequence (O00255 whole entry, looked up): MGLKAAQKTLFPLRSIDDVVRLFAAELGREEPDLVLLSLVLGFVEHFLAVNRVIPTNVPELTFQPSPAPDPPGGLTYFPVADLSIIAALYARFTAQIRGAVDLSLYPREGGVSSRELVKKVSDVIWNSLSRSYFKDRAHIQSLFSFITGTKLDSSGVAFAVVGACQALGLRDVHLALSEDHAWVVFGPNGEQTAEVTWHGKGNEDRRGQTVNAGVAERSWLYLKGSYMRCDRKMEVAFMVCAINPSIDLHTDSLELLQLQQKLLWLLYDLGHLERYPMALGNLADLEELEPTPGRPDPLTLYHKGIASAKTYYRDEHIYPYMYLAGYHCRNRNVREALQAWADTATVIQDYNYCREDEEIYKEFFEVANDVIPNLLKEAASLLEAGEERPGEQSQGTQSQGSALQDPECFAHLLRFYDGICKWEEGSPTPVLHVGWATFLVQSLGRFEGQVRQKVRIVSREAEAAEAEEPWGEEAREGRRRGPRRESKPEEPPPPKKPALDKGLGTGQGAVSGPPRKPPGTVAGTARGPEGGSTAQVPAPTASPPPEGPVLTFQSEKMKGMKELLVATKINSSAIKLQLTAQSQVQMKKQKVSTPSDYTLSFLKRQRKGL
TSHR antagonist – human thyrotropin receptor antagonism. P16473. TSHR-expressing cells, TSH-stimulated cAMP HTRF, 2 h; hits give low values. activity change, negative = inhibition, % at 11.5 µM. 330,000 compounds, 0.2% hits. AID 504810;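 active = activity change below a set negative limit, meaning inhibition stronger than a set level, cut at about -70% in these data; inconclusive = activity change between two set negative limits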; also: % is scaled to controls: 0 for no effect and ±100 for the full control effect
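Inhibition of cAMP made by TSHR-expressing cells under TSH stimulation (4nM final, EC80; 2 h, 37 deg C) is quantified with a one-step lysis HTRF kit, anti-cAMP cryptate versus cAMP-d2.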
An asterisk follows results filed as active; ? = inconclusive; / = not tested or not shown; [ ] = dose if it differs, or a comment. Unless noted, calls follow the shape of the dose curve; as a rule, active = well fitted curve in the direction sought with a large enough effect; inconclusive = small, poorly fitted or top-dose-only effect, or another doubt; inactive = no such curve, though single readings can be large; an effect the other way counts as inactive or inconclusive.

SMILES	AT treatment	ASM inhibitor	TCR act	CXXC DNA block	MBNL1-CUG inh	Mito fusion act	Integrin act MD	PTAP TSG101 blk	Menin MLL FP TR	TSHR antagonist
Cc1ccc(S(=O)(=O)N(C)C[C@H]2Oc3c(NC(=O)Nc4cccc5ccccc45)cccc3C(=O)N([C@@H](C)CO)C[C@@H]2C)cc1	3%	-12%	-8%	/	/	/	-31%	-6%	/	3
CC1=NN(c2nc(-c3ccc(C)cc3)cs2)C(=O)C1N=Nc1cccc(C)c1 (configuration not stated)	4%	-14%	4%	4%	/	-4%	-11%	-3%	?	-13
CCCc1cc2c(cc1NC(=O)c1ccccc1C)OCO2	-3%	4%	-10%	1%	9%	-1%	?	-1%	3%	-6
OCC[C@@H]1C[C@@H](O)[C@H](O)[C@@]2(CCCO2)O1	/	3%	3%	/	/	/	26%	-6%	/	/
C/C(=N\NC(=O)C(O)(c1ccccc1)c1ccccc1)c1ccc(NC(=O)CCCC(=O)O)cc1	11%	4%	-3%	5%	-7%	-3%	-4%	-2%	15%	0
O=C(COC(=O)c1cc(S(=O)(=O)N2CCOCC2)c(Cl)cc1Cl)Nc1ncc(C(F)(F)F)cc1Cl	-6%	3%	/	-2%	2%	-1%	-24%	-2%	1%	1
COC(=O)c1ccccc1OC(=O)c1cccnc1	0%	3%	3%	135%[activator]	0%	0%	5%	-10%	0%	3
CCOC(=O)c1ccc(NC(=O)Nc2ccc(F)cc2)cc1	/	4%	3%	-3%	-2%	-3%	-6%	-1%	?	-16
COc1ccc(NC(=O)CSC2CC(=O)N(c3ccc4c(c3)OCCO4)C2=O)cc1 (configuration not stated)	-1%	1%	4%	-1%	4%	-22%	-38%[inhibitor]	-4%	30%[activator]	1
O=C(Cc1ccc(F)cc1)Nc1ccc2[nH]ncc2c1	11%	-1%	0%	6%	1%	-2%	33%	-1%	-12%	14
Cc1ccc2nc(SCC(=O)N3CCOCC3)[nH]c2c1	/	-2%	3%	15%	1%	3%	18%	-1%	1%	-2
Cc1ccccc1OC(=O)n1c(=S)oc2cc(Cl)ccc21	6%	1%	-5%	26%	-5%	17%	0%	-1%	/	7
COc1ccc(C(=O)/C=C/c2cccs2)c(OC(=O)c2cccc([N+](=O)[O-])c2)c1	0%	-7%	-5%	5%	3%	14%	20%	0%	1%	1
CCOC(=O)c1c(NC(=O)c2nn(CC)cc2Br)sc2c1CCCCC2	15%	8%	8%	3%	8%	9%	-35%	0%	33%[activator]	-7
COc1ccc(NC(=O)C2CCCN(S(=O)(=O)c3ccc4c(c3)CC(C)N4C(C)=O)C2)cc1 (configuration not stated)	2%	-1%	4%	8%	0%	-22%	-38%	0%	5%	-4
O=C1NC(=O)c2cc(Nc3ccccc3)c(Nc3ccccc3)cc21	/	/	/	13%	/	?	/	/	?	-22
O=C(CSc1nc2ccccc2o1)c1ccc2c(c1)OCCO2	1%	8%	-4%	12%	2%	-1%	-45%[inhibitor]	1%	0%	-7
Cc1nc(C)c(C(=O)C2=C(O)C(=O)N(CCCn3ccnc3)C2c2ccc(Cl)cc2)s1 (configuration not stated)	0%	2%	-6%	-7%	14%	-1%	11%	-5%	12%	2
Cc1cccc(N2CCN(C(=O)CCC(=O)N3CCOc4ccc(Cl)cc43)CC2C)c1 (configuration not stated)	10%	-8%	3%	/	-6%	13%	-2%	-2%	-4%	2
CN(C)C=Nc1ccc2nc3c(cc2c1)[nH]c1ccccc13	9%	/	-3%	?	?	-3%	-19%	-1%	?	-3
O=C1Nc2cc(Cl)ccc2C1(N1CCNCC1)C(F)(F)F (configuration not stated)	-2%	3%	7%	-4%	-12%	-2%	18%	-6%	0%	8
CCc1ccc(NC(=O)CC2NCCNC2=O)cc1 (configuration not stated)	-5%	0%	/	-8%	-3%	-7%	1%[7.66 µM]	-4%	1%	9
Cc1c(C(=O)NCCCN2CCOCC2)sc2ncnc(N3CCN(c4ccccc4)CC3)c12	5%	-1%	-9%	1%	11%	-12%	-13%	0%	-7%	-10
CCCCCCSc1nsc(NC(=O)CC(C)C)n1	22%	-7%	7%[46.1 µM]	4%	-4%[11.5 µM]	?	-40%	2%	2%	-42
CC/C(Cc1ccccc1)=N/NC(=O)CCn1nnc2ccccc21	-2%	-1%	-4%	7%	-2%	8%	-6%	-1%	-7%	3
CCOC(=O)C1=C(C)N(CCC(=O)O)C(=O)NC1c1ccccc1Cl (configuration not stated)	/	4%	-2%	/	/	/	34%	1%	/	/
O=C(CSc1cccc2cccnc12)N/N=C/c1cccc(O)c1	2%	-2%	5%	0%	?	-1%	16%	-2%	11%	-2
COCCNC(=O)CCN1N=C(c2ccccc2)CCC1=O	5%	8%	0%	1%	2%	14%	24%	-3%	2%	-7
CC(=O)Nc1ccc(SCc2ncc(-c3ccccc3)o2)cc1	3%	-1%	8%	16%	-3%	?	8%	-1%	10%	1
N#Cc1ccc(OS(=O)(=O)c2ccc(-c3ccon3)s2)cc1	2%	-1%	9%	8%	?	-1%	-31%	-5%	/	-19
COc1ccc(C(=O)NC(=S)Nc2nc(-c3ccc(OC)c(Br)c3)cs2)cc1Br	-2%	0%	0%	48%[activator]	0%	-3%	-10%	-3%	/	1
COc1ccc(S(=O)(=O)Cc2ccc(C(=O)N3CC(C)CC(C)C3)o2)cc1 (configuration not stated)	-3%	4%	-3%	/	0%	-8%	-6%	-4%	-2%	-2
Cc1ccc2[nH]c(=O)c(CN(CCO)Cc3nnnn3CCc3ccccc3)cc2c1	1%	25%	0%	5%	22%	2%	-21%	5%	10%	-1
Cc1ccc2c(CN3CCN(Cc4ccccc4)CC3)cc(=O)oc2c1	-3%	0%	3%	6%	1%	-2%	9%	-1%	?	2
CCOc1c(S(=O)(=O)N2CCCC2)ccc(Cl)c1Cl	/	-4%	-9%	6%	0%	-8%	-14%	-3%	1%	8
COC(=O)c1c(NC(=S)NN2CCOCC2)sc2c1CCCC2	4%	-10%	2%	-6%	18%	-7%	-39%	0%	0%	-17
CCCCCOC(=O)Cn1c(=O)oc2ccccc21	-15%	0%	-7%	1%	1%	-3%	-2%	-3%	3%	-4
COc1cccc(-n2nc3c(=O)n(Cc4ccccc4Cl)nc(C)c3c2C)c1	-2%	2%	-2%[46.1 µM]	8%	-7%	-2%	12%	-4%	-3%	-4
CCOc1cc(/C=N/NC(=O)c2cccnc2)ccc1O	-11%	-1%	-1%	4%	5%	-2%	-17%	-3%	/	-4
O=C(CNC(=O)c1ccc(F)cc1)c1ccccc1	2%	-1%	-1%	2%	-2%	-3%	?	-1%	3%	24
COCCN(CC1CCCN(C2Cc3ccccc3C2)C1)C(=O)CCC(F)(F)F (configuration not stated)	1%	0%	4%	1%	3%	-1%	23%	-3%	-12%	0
Cn1c(/C(C#N)=C(\O)c2ccc(Br)s2)nc2ccccc21	2%	-2%	63%	-1%	?	6%	-23%	-2%	-29%	-6
CC(C)=CCN1CCN(Cc2c[nH]c3ccccc23)CC1CCO (configuration not stated)	-2%	4%	4%	11%	-3%	-1%	-22%	-2%	3%	1
COc1ccc(C(CNC(=O)COc2ccc(C)c(C)c2)N2CCCCC2)cc1 (configuration not stated)	-2%	1%	4%	-2%	-6%	-4%	-6%	-2%	-25%	-4
O=C(CN1N=C(c2ccccc2)CCC1=O)NCc1ccco1	1%	/	-5%[46.1 µM]	-1%	3%	-1%	/	/	5%	6
CC(C)(C)N1CC(C(=O)Nc2ccc(C#N)cc2)CC1=O (configuration not stated)	3%	5%	2%	0%	-25%	2%	27%	1%	-3%	-8
CCOc1ccc(C(=O)CCN2CCCCCC2)cc1	0%	-2%	0%	35%[activator]	-2%	-1%	-62%[inhibitor]	-2%	-9%	-16
CN(CC(=O)NCCc1ccccc1)Cc1ccco1	-4%	0%	-2%	7%	-8%	-1%	0%	-5%	-17%	25
COc1ccc(/C=C(/C(=O)NCc2ccccc2)c2ccccc2)cc1	2%	-10%	2%[46.1 µM]	-6%	/	?	15%	-2%	-3%	1
Cn1nc(C(F)(F)F)c(C(=O)Nc2ccc(F)cc2F)c1Cl	2%	-2%	-2%	2%	1%	12%	3%	0%	-10%	-4

The list is partial; the hit share may differ from the screen's.
